Source: PubChem BioAssay
HSF1 activator: increases HSF-1 driven luciferase reporter signal; NIH3T3-HGL HSF-1 luciferase reporter, MG132, 8 h; 100% = twice DMSO control signal; activation, % at 9 µM; 300,000 compounds, 1.7% hits; AID 504408;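 active = mean replicate activation of at least 50% with a set share of replicates each reaching 50%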;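 also: 0% = median of the neutral control wells and 100% = twice that signal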
HIF act: HIF pathway transcriptional activation; U2OS HRE-luciferase reporter, luminescence; normalized: DMSO 0%, desferrioxamine 100%; 300,000 compounds, 0.32% hits; activation, % at 7.5 µM (by protocol);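 active = mean activation of at least 10% of the iron chelator positive control signal, with at least half of replicates also reaching 10%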
KLF5 inhibitor: suppresses KLF5 promoter-driven expression. DLD-1 KLF5 promoter-luciferase reporter, luminescence. inhibition, % at 5 µM. 290,000 compounds, 0.23% hits;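 active = inhibition above a per-plate limit of that plate's mean compound inhibition plus 3 SD, cut at about 60% in these data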;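 also: 0% = DMSO wells and 100% = LY294002 at 200 µM; higher means less KLF5 promoter-driven luciferase light; inactives centre near -14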
HSP90 refold inh: HSP90 refolding inhibition in rabbit reticulocyte lysate; luciferase refolding luminescence, 3 h; inhibition, % at 5.6 µM; 290,000 compounds, 0.91% hits;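 active = inhibition above the screen-wide mean plus 3 SD, computed separately per campaign, cut at about 16% in these data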;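 also: 0% = DMSO wells and 100% = 60 µM geldanamycin wells; inhibitors lower the luminescence because luciferase stays unfolded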
IEC-6 cytotox: counter-screen for KLF5 inhibitors: cytotoxicity in IEC-6 cells | IEC-6 cytotoxicity, luminescence viability | inhibition, % at 5 µM | 290,000 compounds, 0.78% hits | AID 1825; in the data active = inhibition above about 22%;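 also: 0% = plate median of test compound wells and 100% = cytotoxic reference compound wells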
HSF1 inh: HSF1 inhibition. NIH3T3-HGL HSE-luciferase, MG132-induced, luminescence 8 h; hits give low values. 300,000 compounds, 0.77% hits. AID 2098. activity change, negative = inhibition, % at 7.5 µM (by protocol);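 active = more than half of replicate wells show activity change below -50%, luminescence cut by over half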;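 also: luciferase reports HSF-1 transcriptional activity via heat shock element; 0% = median of DMSO wells and -100% = zero luminescence signal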
GSK3A inh: human GSK-3 alpha kinase inhibition; 320,000 compounds, 0.1% hits; ADP-Glo luminescence, 60 min; P49840; inhibition, % at 10 µM; AID 2650;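 in the data active = inhibition above about 50%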;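 also: GST-tagged GSK-3 alpha with peptide substrate and 25 µM ATP; 0% = DMSO neutral wells and 100% = GW8510 positive control wells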
Target sequence (P49840 whole entry, looked up): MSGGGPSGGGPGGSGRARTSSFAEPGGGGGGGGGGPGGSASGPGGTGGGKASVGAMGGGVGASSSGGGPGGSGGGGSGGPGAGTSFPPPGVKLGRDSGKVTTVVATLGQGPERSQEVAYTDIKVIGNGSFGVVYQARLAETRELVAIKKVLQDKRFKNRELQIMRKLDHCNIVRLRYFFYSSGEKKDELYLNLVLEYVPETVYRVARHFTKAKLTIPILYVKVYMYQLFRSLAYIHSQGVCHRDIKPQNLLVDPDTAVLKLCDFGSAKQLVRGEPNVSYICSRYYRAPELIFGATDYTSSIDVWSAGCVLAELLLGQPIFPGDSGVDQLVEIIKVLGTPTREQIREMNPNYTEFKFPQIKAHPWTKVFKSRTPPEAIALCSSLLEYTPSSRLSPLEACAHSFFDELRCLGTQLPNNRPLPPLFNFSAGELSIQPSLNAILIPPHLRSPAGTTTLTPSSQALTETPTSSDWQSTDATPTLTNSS
aSyn UTR inh: 5' untranslated region of α-synuclein, MLPCN primary screen | inhibition, % (tested at 7.5 µM) | AID 1813 | alpha-synuclein 5'UTR reporter, inhibitor activity | 300,000 compounds, 0.82% hits; in the data active = inhibition above about 60%;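 also: H4 neuroglioblastoma cells stably carrying SNCA 5'UTR luciferase fusion; 0% = DMSO wells and 100% = positive control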
GSK3B inh: inhibitors of human GSK3beta kinase; P49841; GST-GSK3beta kinase, ADP-Glo luminescence, 60 min; hits give low values; activity score (negative = inhibition), % at 10 µM; 300,000 compounds, 0.038% hits;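 active = more than half of replicate wells score below -50%, meaning over 50% inhibition versus plate controls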;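 also: 0% = median DMSO wells and -100% = median GW8510 positive control wells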
Target sequence (P49841 whole entry, looked up): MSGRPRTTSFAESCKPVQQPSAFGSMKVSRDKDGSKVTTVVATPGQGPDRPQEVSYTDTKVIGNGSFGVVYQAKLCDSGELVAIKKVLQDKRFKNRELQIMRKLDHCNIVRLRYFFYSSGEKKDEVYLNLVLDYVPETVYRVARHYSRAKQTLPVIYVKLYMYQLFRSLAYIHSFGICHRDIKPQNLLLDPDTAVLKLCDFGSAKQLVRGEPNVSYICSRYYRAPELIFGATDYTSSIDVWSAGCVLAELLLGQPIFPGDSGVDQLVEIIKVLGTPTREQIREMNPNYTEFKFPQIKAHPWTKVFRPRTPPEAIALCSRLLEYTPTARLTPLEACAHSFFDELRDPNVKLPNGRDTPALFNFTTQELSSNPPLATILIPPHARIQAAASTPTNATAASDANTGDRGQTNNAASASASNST
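Test system: GST-fused GSK3beta enzyme, cell-free | Quantity: 1.6 ng GST-GSK3beta enzyme per well | Reagent: 25 µM ATP with peptide substrate | Schedule: 60 min enzyme reaction, room temperature | Signal: Luminescent ADP-Glo measurement of ADP formed | Read-out basis: Score relative to plate controls | Control set: DMSO and 20 µM GW8510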
AI-2 QS modul: modulators of Vibrio harveyi AI-2 quorum sensing system. Vibrio harveyi JMH597 AI-2 luminescence/OD600 ratio, 9 h; hits give low values; strain lacks LuxN and CqsS sensors; 0 = neutral-control median. activity change, % at 7.5 µM. 300,000 compounds, 0.4% hits. AID 2094; in the data active = activity change below about -75%, passing the limit was not always enough;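 also: luminescence divided by OD600 gain over 9 h not by final OD600 alone; inactives centre near 13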
Active calls of the source: *; / = not tested or not shown. Rows were taken by chance. About 4.7% of those tested had a hit in this group.

SMILES	HSF1 activator	HIF act	KLF5 inhibitor	HSP90 refold inh	IEC-6 cytotox	HSF1 inh	GSK3A inh	aSyn UTR inh	GSK3B inh	AI-2 QS modul
Cc1ccc(C)c(Cn2c(C(=O)OC(C)C)cc3c2ccn3C)c1	19	-1.2	-1	2	29*	-5	2	10	0	-5
Cc1nn(C)cc1C(C(=O)NC1CCCCC1)N(C(=O)Cc1cccs1)c1ccc(C(C)C)cc1 (stereo unspecified)	12	0.0	7	1	-4	-3	-1	-9	-1	-33
CC(=O)CCS(=O)(=O)c1ccc(Oc2ccc(S(=O)(=O)CCC(C)=O)cc2)cc1	-6	0.0	-5	1	1	-6	-2	0	-6	18
CCOC(=O)c1c(NC(=O)C2C3C=CC(CC3)C2C(=O)O)sc(C)c1C (stereo unspecified)	-8	-1.0	-1	0	-13	-4	-7	10	-2	29
Cc1ccc(N(CC(=O)Nc2ccccc2-c2ccccc2)S(=O)(=O)c2ccccc2)cc1	12	-0.3	13	8	-2	8	-3	2	3	23
CCOC(=O)C(Sc1cc(C)nc(N)n1)C(C)=O (stereo unspecified)	-4	-1.1	1	5	-3	6	2	2	0	29
CCOc1ccc(NC(=O)CN(C)C(=O)CSC(C)C(=O)Nc2cc(C)on2)cc1OCC (stereo unspecified)	-14	0.0	-36	-2	4	2	1	-10	0	13
O=C(CSCc1ccc(F)cc1)Nc1ccccc1C(=O)N1CCOCC1	-1	0.2	-67	1	-4	3	-1	14	5	14
CCCCN(CC(=O)NCCOC)C(=O)Cn1nnc2ccccc21	1	-0.4	-23	-2	0	6	-4	22	1	22
C=CCn1c(C)c(C(C)=O)c(N2CCN(c3ccccc3)CC2)nc1=S	-5	-0.2	-18	2	1	-4	2	16	4	-1
CCOC(=O)C1CN(S(=O)(=O)c2cccc(C(F)(F)F)c2)c2cc(CC(=O)OC)ccc2O1 (stereo unspecified)	13	-0.1	13	1	-5	8	-4	-10	7	22
Cn1c(NC(=O)c2cccc(C(F)(F)F)c2)cc(=O)n(C)c1=O	-12	-0.3	-22	5	4	2	21	-4	-7	22
Cc1ccccc1-n1c(=O)c2ccccc2n(CC(=O)NCc2ccco2)c1=O	-7	-0.2	-22	2	2	7	-1	0	0	2
Cc1cc([N+](=O)[O-])nn1CC(=O)N(C)C1CCCCC1	7	0.0	9	-7	0	0	-2	13	4	14
CCOC(=O)C1=C(N)OC2=C(C(=O)CC(C)(C)C2)C1c1cccs1 (stereo unspecified)	4	0.0	1	0	-5	-2	-1	-2	7	7
COc1ccc(NC(=O)C2CCCN2S(=O)(=O)c2cccc3nsnc23)c(OC)c1 (stereo unspecified)	20	-0.5	-39	3	3	2	7	7	0	-1
Nc1cc(=O)[nH]c(SCC(=O)Nc2nnc(-c3ccccc3)s2)n1	3	0.5	-1	-1	-4	-12	0	-25	0	11
CCOc1ccc(CCNC(=O)COC(=O)c2ccc(F)c(S(=O)(=O)N3CCOCC3)c2)cc1OCC	-10	-0.2	/	/	/	3	-2	6	1	21
CC(=O)Nc1sc2c(c1CN1CCN(c3ccccn3)CC1)CCCC2	14	-0.3	-6	-3	-4	-3	0	13	2	7
COc1cccc(/C=C2\SC(=S)N(CCC(=O)NNC(=O)c3ccccc3OC)C2=O)c1	21	2.0	0	3	0	4	2	57	-5	15
O=C(/C=C/c1ccco1)N1CCN(C/C=C/c2ccccc2)CC1	1	-5.9	-18	1	-3	1	-4	3	0	-54
CC(C)N(CCNCC(O)COc1ccc(C(C)(C)c2ccccc2)cc1)C(C)C (stereo unspecified)	-1	0.0	-3	8	-6	-1	2	-41	-8	0
CCN(CC)S(=O)(=O)c1cccc(NC(=O)c2cc(-c3cccs3)nn2-c2ccccc2)c1	-14	-0.1	-9	6	-3	-2	-1	30	-3	22
COc1ccc(Cl)cc1NC(=O)c1ocnc1C	-2	-0.8	-2	0	-4	0	/	-18	4	18
O=C(Nc1ccccc1N1CCCC1)c1cccnc1Cl	-60	0.1	-8	1	0	-49	-1	-11	0	4
COc1cccc(NC(=O)CN(C)C(=O)c2ccc3c(c2)S(=O)(=O)N=C2CCCCCN23)c1	-20	-0.6	/	/	/	1	-3	-12	0	11
Cc1ccc(Cl)cc1N1CCN(C(=O)Cc2c(C(=O)O)[nH]c3ccccc23)CC1	/	0.2	13	3	-3	/	-5	29	4	6
OCCNc1nc(-c2ccccc2)nc2c1oc1ccccc12	-4	-0.4	-7	-4	-4	2	23	-1	2	5
CCOc1ccccc1N(CC)C(=O)Cn1ncc2c(=O)oc3ccccc3c21	-6	0.0	-34	-6	-1	-2	2	23	-5	23
Cc1ccc(Cn2cccc2C2=NC(C)CO2)cc1 (stereo unspecified)	-1	-0.2	-29	3	3	-1	0	4	1	12
CCS(=O)(=O)N1CCN(C(=O)c2cccc3ccccc23)CC1	-20	-0.3	11	4	2	-4	/	8	1	-1
Cc1cccc(Cn2c(SCCN3CCCCC3)nc3c2c(=O)[nH]c(=O)n3C)c1	-10	-0.3	/	/	/	1	-2	2	-6	4
CC(=O)Nc1ccc2nc(SCC(=O)O)sc2c1	8	0.0	-1	-3	-4	-3	1	-10	-3	14
COc1ccccc1Cn1nc(C(=O)O)c2ccccc2c1=O	11	0.2	-11	0	17	2	-1	-1	2	17
Cc1c(C(=O)NC(c2ccccn2)C(F)(F)F)oc2c(F)cccc12 (stereo unspecified)	1	-0.7	-18	-6	1	0	3	31	0	20
COc1ccc(-n2c(CN3CCN(C)CC3)nc3ccc([N+](=O)[O-])cc3c2=O)c(OC)c1	7	0.2	15	-5	-3	-6	-2	-4	-1	4
O=C(CNC(=S)N(CCCN1CCOCC1)Cc1cccs1)NC1CCCC1	12	-0.1	-11	-5	-7	-6	1	-17	/	/
CCC(C)Cn1c(C(C)O)nc2ccccc21 (stereo unspecified)	-2	-1.2	-29	0	-1	-2	-1	18	1	1
O=C(CCCCN1CCCCC1)c1ccccc1	4	0.0	/	/	/	0	-1	-26	1	6
CCOC(=O)c1nc(-c2ccccc2)oc1N(C)C	-8	0.0	1	-1	2	-6	-2	-13	1	-3
CC1S/C(=N/N=C/c2ccco2)N(Cc2ccccc2)C1=O (stereo unspecified)	30	2.5	-49	-1	2	12	-3	-12	3	14
CCOC(=O)c1c(NC(=O)C2C3CCC(O3)C2C(=O)O)sc(C)c1-c1ccc(C)cc1 (stereo unspecified)	-6	-0.6	-20	-4	-3	1	-3	-11	2	5
Cc1nc(C(=O)Nc2ccc(Cl)cc2)nn1-c1ccc([N+](=O)[O-])cc1	10	-0.2	-46	-1	1	-2	-2	-8	2	15
CCN(CC)C(=O)CN(c1cccc(OC)c1)S(=O)(=O)c1ccc(C)cc1	10	0.0	-14	4	2	-4	0	15	1	9
Cc1ccc2c(c1)c(N=Nc1ccc([N+](=O)[O-])cc1)c(O)n2C	6	-32	-2	-2	-2	4	-2	33	2	22
Cc1nc2ccc(S(=O)(=O)NC(C(=O)N3CCn4c3nc3ccccc34)C(C)C)cc2s1 (stereo unspecified)	10	/	-12	1	-2	3	-2	-9	2	16
Cc1ccc(NC(=O)c2ccccc2-c2cc(C)no2)cc1	7	-0.1	-11	3	-1	-3	-3	-7	3	15
Cc1cc(C)n(C2CCCCC2OC(=O)c2ccccc2F)n1 (stereo unspecified)	4	-0.2	-26	-3	1	-3	-2	5	2	7
O=C(O)COCC(=O)Nc1ccc2c(c1)oc1ccccc12	-8	-0.8	-16	-4	-5	-9	0	-3	0	16
CN(C)C(=O)/C(=C/c1ccc(-c2cccc([N+](=O)[O-])c2)o1)NC(=O)c1ccccc1	19	0.2	-7	4	3	3	-1	25	-3	7
CCc1nnc(NC(=O)CSc2nc3cc(OC)c(OC)cc3cc2C)s1	14	-0.3	-11	-2	5	14	0	4	-1	37
O=C(Nc1ccc2c(c1)OCO2)O[C@@H]1C[C@H]2CCCC(=O)N3CC[C@@H](C1)[C@@H]23	14	0.8	-2	-7	-4	6	-2	-6	2	8
Cc1cc(CN(C)C(=O)c2cc(COc3ccc(F)cc3Cl)on2)n[nH]1	23	1.8	-38	-2	-1	2	-1	-75	1	31
CCN1C(=O)C(O)(CC(=O)c2ccccn2)c2ccccc21 (stereo unspecified)	-5	-0.4	-5	0	4	1	-2	-7	1	7
COc1ccc(-c2csc(Nc3ccc(S(=O)(=O)Nc4cc(C)on4)cc3)n2)cc1C	4	0.3	-21	0	-3	1	-2	14	6	22
COc1ccc(Cl)cc1C(=O)Nn1c(-c2cccs2)nc2ccccc2c1=O	5	-0.3	-28	4	2	-8	1	18	-3	-5
Cc1cccc(Oc2c(C=O)c3ccccc3n2C)c1	7	-0.1	-7	-1	-2	5	5	18	2	3
CCOc1ccc(C(=O)Nc2ccc(S(=O)(=O)NCC3CCCO3)cc2)cc1OCC (stereo unspecified)	-5	-0.2	-6	-4	2	-5	-1	-1	3	-1
COCCN(C(=O)c1cc(-c2ccncc2)nc2ccccc12)c1c(N)n(CC(C)C)c(=O)[nH]c1=O	5	0.8	/	/	/	1	0	0	2	5
COC(=O)c1ccc(CN2CCCC(CO)(Cc3ccc(F)cc3F)C2)cc1 (stereo unspecified)	15	0.3	-5	-1	5	6	0	-8	-2	26

Pulled by compound from above (2):
SMILES	HSF1 activator	HIF act	KLF5 inhibitor	HSP90 refold inh	IEC-6 cytotox	HSF1 inh	GSK3A inh	aSyn UTR inh	GSK3B inh	AI-2 QS modul
COCCN(C(=O)c1cc(-c2ccncc2)nc2ccccc12)c1c(N)n(CC(C)C)c(=O)[nH]c1=O	5	0.8	/	/	/	1	0	0	2	5
O=C(Nc1ccccc1N1CCCC1)c1cccnc1Cl	-60	0.1	-8	1	0	-49	-1	-11	0	4

Continuation:
SMILES	HSF1 activator	HIF act	KLF5 inhibitor	HSP90 refold inh	IEC-6 cytotox	HSF1 inh	GSK3A inh	aSyn UTR inh	GSK3B inh	AI-2 QS modul
COC(C[C@@H](O)C[C@H](O)COCc1ccccc1)OC	4	0.4	/	/	/	-2	/	16	1	12
COc1ccc(CCC(C)NC(=O)Cc2ccc(OC)c(OC)c2)c(OC)c1 (stereo unspecified)	-11	-2.1	-38	1	-3	5	-2	2	-2	18
CS(=O)(=O)N(CC(=O)Nc1ccc(S(=O)(=O)N2CCOCC2)cc1)c1ccccc1Cl	-13	0.4	-7	3	4	-14	-1	9	-1	-3
CSc1nc2c(c(=O)[nH]1)C(c1cccc(Cl)c1)CC(=O)N2 (stereo unspecified)	10	0.0	5	3	-4	1	2	6	3	11
CCOc1ccccc1NC(=S)NC(=O)CCCOc1ccc(Cl)cc1Cl	-5	-0.2	-14	6	4	7	-1	18	0	-5
O=C(CCNC(=O)c1ccc(Cl)cc1)Nc1ccc(S(=O)(=O)N2CCCCC2)cc1	-6	1.2	/	/	/	-7	-2	13	-2	3
COc1ccccc1NC(=O)CCc1nc(-c2ccccc2F)no1	5	0.8	2	-5	2	-4	-5	-30	4	26
Nc1n[nH]c(-c2ccccc2[N+](=O)[O-])n1	-19	0.2	-10	0	5	4	-4	-34	1	5
COc1ccccc1NC(=O)CSc1nnc(-c2ccco2)o1	-11	-0.2	-33	0	-4	-9	0	-20	4	7
COc1ccccc1N1CCN(C(=O)c2cc(-c3ccco3)on2)CC1	12	0.1	-3	1	3	0	0	-5	9	33
